Bioassay records (PubChem)
a7 integrin act = activates integrin-mediated alleviation for muscular dystrophy. 350,000 tested, 0.064% active. AID 624291. alpha7betagal myoblasts, beta-gal FDG fluorescence, 48 h. Potency, µM (series often up to 38.3 µM), without a hit: at the top dose activation, actives largely listed as activators;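 further: potency means the concentration at half of the fitted maximal effect; 100% = response of the positive control SU9516; nearly all actives have a fitted effect of over 60% in size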
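alpha7betagal+/- myoblasts (passage 13, 250/well) treated 48 h at 37C with compounds at 1:260 dilution of DMSO stock. Lysed, then beta-galactosidase activity read as FDG fluorescence (ex 480/em 540) after 30 min, with pre-read for autofluorescence.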
ASM inhibitor = blocks human secretory acid sphingomyelinase. placental ASM, HMU-PC fluorogenic substrate, 60 min. P17405. Potency, µM (series often up to 57.5 µM), inactives show at the top dose activity change, negative = inhibition, actives largely listed as inhibitors. AID 504937. 340,000 tested, 0.006% active; further: potency means the concentration at half of the fitted maximal effect
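Fluorescence read-out (Ex 386 nm, Em 447 nm) after stopping the reaction at pH 10. Enzyme: ASM from human placenta; substrate HMU-PC0, 9 uM final; 60 min, 37 °C. Compound preincubation 10 min, ambient temperature.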
MLL CXXC-DNA inh = inhibitors of human MLL CXXC domain-DNA interaction; Q03164; MLL-CXXC / FITC-HOXA9 DNA fluorescence polarization; Potency, µM (series often up to 115 µM), inactives show top-dose activity change, negative = inhibition, usual class: inhibitors; 290,000 tested, 0.037% active; active means well fitted inhibition curve with a large enough effect in the polarisation, with a control signal flat, not every such curve was filed as active; inconclusive means small, poorly fitted or top-dose-only effect, or effect the other way, or a change in a side signal; inactive means no such curve, though single readings can be large or run the other way; the % refers to the polarisation; further: potency means the concentration at half of the fitted maximal effect
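Purified MLL-CXXC (added from a 7 uM solution) was preincubated 5 min at ambient with pinned compounds in 50 mM Tris-HCl pH 7.5, 50 mM NaCl, 1 mM DTT, 0.05% BSA. Fluorescein-labeled HOX-A9 DNA (50 nM solution) followed, 30 min, then polarization read.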
TRPV1 agonist = agonists of human vanilloid receptor 1 (TRPV1); Q8NER1; TRPV1-expressing cells, Fluo-8 calcium influx, agonist mode; activation, % at 8.33 µM; 320,000 tested, 0.19% active; AID 540275; in the data active means activation above about 80%; inconclusive means between about 30% and that limit; further: 0% is about no effect
Target sequence (Q8NER1 whole entry, looked up): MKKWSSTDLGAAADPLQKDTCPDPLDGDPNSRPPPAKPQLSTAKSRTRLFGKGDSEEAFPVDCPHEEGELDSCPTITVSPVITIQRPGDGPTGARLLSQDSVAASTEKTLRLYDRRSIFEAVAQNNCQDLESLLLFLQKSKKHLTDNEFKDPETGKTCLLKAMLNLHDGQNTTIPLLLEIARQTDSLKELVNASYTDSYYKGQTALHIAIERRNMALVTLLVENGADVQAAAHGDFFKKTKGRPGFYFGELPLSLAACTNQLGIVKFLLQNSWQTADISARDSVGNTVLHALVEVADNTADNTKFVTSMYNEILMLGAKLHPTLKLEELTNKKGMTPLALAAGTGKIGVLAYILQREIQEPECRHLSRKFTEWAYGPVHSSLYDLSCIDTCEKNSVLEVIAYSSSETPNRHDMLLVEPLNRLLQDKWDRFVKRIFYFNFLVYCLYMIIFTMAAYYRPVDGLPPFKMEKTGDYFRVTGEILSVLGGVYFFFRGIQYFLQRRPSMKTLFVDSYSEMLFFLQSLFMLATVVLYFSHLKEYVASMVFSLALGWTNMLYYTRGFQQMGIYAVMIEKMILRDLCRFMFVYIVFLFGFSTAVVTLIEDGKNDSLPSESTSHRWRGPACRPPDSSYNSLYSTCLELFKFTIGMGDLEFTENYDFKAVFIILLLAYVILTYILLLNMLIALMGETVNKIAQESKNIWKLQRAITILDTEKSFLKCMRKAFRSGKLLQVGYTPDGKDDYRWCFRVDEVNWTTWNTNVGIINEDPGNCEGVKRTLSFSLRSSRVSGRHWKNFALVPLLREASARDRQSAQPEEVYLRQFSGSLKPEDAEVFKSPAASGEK
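Cells expressing TRPV1 were dye-loaded with Fluo-8 and read kinetically: 10 s baseline, 3 min after compound (agonist portion), then 2 min after EC20 capsaicin (allosteric enhancer portion). Calcium-bound dye fluorescence at 480/520 nm.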
KCNH2 3.1 block = blocks the human KCNH2 3.1 channel isoform; 340,000 tested, 0.95% active; U2OS KCNH2 3.1, thallium flux FluxOr; active compounds read low; activity change, % (tested at about 1.8 µM);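 active means maximum activity change below -70%; inconclusive means maximum activity change from -70% to -50%; inactive means maximum activity change above -50%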;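 further: thallium influx rate constant from kinetic fluorescence after stimulation buffer; on the % scale 0 is the no-effect control and ±100 the full control effect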
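Measured as rate of thallium-driven FluxOr signal in transduced U2OS cells carrying the 3.1 channel, read kinetically for 2 min upon stimulation; values are rate constants scaled to DMSO control wells.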
Coupling enz = coupling enzyme interference in Giardia aldolase counter-screen; 290,000 tested, 0.67% active; AID 2472; coupling enzyme system counterscreen, AmpLite Red fluorescence; activity change, negative = inhibition, % at 58.2 µM, hits read low; in the data active means activity change below about -30%; further: on the % scale 0 is the no-effect control and ±100 the full control effect
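First, compound is pin-transferred into glyceraldehyde-3-phosphate coupling-enzyme reagent at 57.5 uM final and held 10 min at RT. Next, substrate, coupling system and AmpLite Red are added. After 20 min RT, fluorescence (525/598 nm) is read.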
A-T KAP1 phos = potential ataxia-telangiectasia treatments restoring KAP-1 phosphorylation. […] A-T fibroblasts, KAP-1 phosphorylation AlphaLISA; neocarzinostatin DNA damage 30 min before lysis. 320,000 tested, 0.19% active. AID 485349. Potency, µM (doses to about 57.5 µM), without a hit: top-dose activation, actives largely listed as activators; further: potency means the concentration at half of the fitted maximal effect; % of control where 0% means no effect; nearly all actives have a fitted effect of over 45% in size
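ATM-like activity read as KAP-1 phosphorylation via AlphaLISA donor/acceptor antibody pairs after lysis and 6 hr at 25C. Cells were ATM-null patient fibroblasts ([…], hTERT), dosed 60 min, then exposed to the DSB inducer NCS for 30 min.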
GALK inh = blocks human galactokinase activity; P51570; Purified GALK, Kinase-Glo residual ATP luminescence; Potency, µM (highest dose often 57.5 µM), for inactives: at the top dose activity change, negative = inhibition, most hits filed as inhibitors; 270,000 tested, 0.007% active; AID 1868; further: potency means the concentration at half of the fitted maximal effect; on the % scale 0 is the no-effect control and ±100 the full control effect
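Luminescence from leftover ATP (Ultra-Glo luciferase/luciferin) served as read-out after a 1 h room-temperature reaction of 5 nM GALK with 35 uM ATP and 100 uM galactose.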
hERG WT inh = inhibitors of human wildtype KCNH2 potassium channel | U2OS, BacMam KCNH2, thallium flux FluxOr; active compounds read low | Q12809 | AID 720551 | activity change, % at 1.84 µM | 340,000 tested, 0.37% active;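 active means maximum activity change below -70%; inconclusive means maximum activity change between -70% and -50%; inactive means maximum activity change above -50%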; further: on the % scale 0 is the no-effect control and ±100 the full control effect
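U2OS cells transduced with wild-type KCNH2 virus are loaded with FluxOr dye for 45 min, and thallium flux is measured in kinetic reads before and after stimulation buffer. Rate constants are normalized to DMSO controls.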
MBNL1-CUG inh = MBNL1-poly(CUG) RNA binding inhibition; Q9NR56; TR-FRET MBNL1-His/biotin-(CUG)12 binding, 665/545 ratio; Potency, µM (titrated, usually from 57.5 µM), for inactives: at the highest dose activity change, negative = inhibition, most hits filed as inhibitors; 280,000 tested, 0.036% active; active means well fitted inhibition curve with a large enough effect in the signal ratio, with a control signal flat, not every such curve was filed as active; inconclusive means small, poorly fitted or top-dose-only effect, or effect the other way, or a change in a side signal; inactive means no such curve, though single readings can be large or run the other way; the % refers to the signal ratio; further: potency means the concentration at half of the fitted maximal effect; on the % scale 0 is the no-effect control and ±100 the full control effect
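MBNL1-His + Biotin-(CUG)12, cpd titration 92 nM–58 uM; Tb anti-His Ab 0.055 ng/ul, SA-XL665 5 nM (final); 60 min RT; ratiometric 665/545 nm, Ex 340 nm; normalized to buffer and full-complex controls.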
* = called active by the depositor; i = inactive; ? = inconclusive; nt = not tested or not shown; [ ] = dose if it differs, or a comment. Unless noted, the call rests on the fitted dose curve; in most records, active means well fitted curve in the direction sought with a large enough effect; inconclusive means small, poorly fitted or top-dose-only effect, or another doubt; inactive means no such curve, though single readings can be large; an effect the other way counts as inactive or inconclusive.

SMILES	a7 integrin act	ASM inhibitor	MLL CXXC-DNA inh	TRPV1 agonist	KCNH2 3.1 block	Coupling enz	A-T KAP1 phos	GALK inh	hERG WT inh	MBNL1-CUG inh
COC(=O)NC1CSCC1OC(=O)CN1C(=O)c2ccccc2C1=O (configuration not stated)	-5%	2%	2%	1	3	1	-2%	-1%	1	20%
CC(=O)OCC1OC(OC(C)=O)C(NC(=O)c2cccnc2)C(OC(C)=O)C1OC(C)=O (configuration not stated)	-47%[inhibitor]	4%	5%	-5	1	4	2%	1%	1	5%
Cc1ccc(OCC(=O)N2N=C(c3ccc(Cl)cc3)CC2c2ccco2)c([N+](=O)[O-])n1 (configuration not stated)	26%	-3%	14%	1	-91*	-4	-3%	-2%	-72*	17%
COc1ccc(-c2cncnc2-c2ccc(OC)cc2O)cc1	10%	2%	?	7	34	0	21%	1%	7	2%
COc1ccc(S(=O)(=O)Nc2c(C)nc3nc[nH]n3c2=O)cc1	-9%	-3%	10%	0	-23	3	2%	1%	-5	0%
CCOC(=O)C1=C(C)c2ccccc2OC1C(=O)OCC (configuration not stated)	-6%	1%	nt	nt	6	-3	-5%	nt	4	nt
CCOC(=O)CSc1nc(N2CCOCC2)c2c(c1C#N)CC(C)(C)OC2	0%	139%[activator]	5%	?	14	3	7%	3%	2	-8%
Cc1nnc(N2CCN(c3ccccc3)CC2)[nH]c1=O	-50%[inhibitor]	7%	3%	2	7	2	3%	0%	-1	5%
CS(=O)(=O)Nn1cnc2ccccc2c1=O	3%	-4%	0%	0	2	3	5%	-3%	-6	-1%
C/C(=N\N=C1/NC(=O)C(C)S1)c1ccc([N+](=O)[O-])cc1 (configuration not stated)	1%	-2%	2%	-1	10	6	-13%	2%	-3	?
Cc1ccccc1NC(=O)NNC(=O)c1ccc2ccccc2c1O	7%	173%[activator]	?	2	1	2	-15%	-2%	-3	0%
COC(=O)c1cccc(NCN2C(=O)c3ccccc3C2=O)c1	13%	6%	7%	-2	1	5	0%	4%	-4	10%
CCOC(=O)C1(Nc2nccs2)Sc2ccccc2NC1=O (configuration not stated)	-22%	-2%	3%	-1	-13	4	7%	2%	-1	-10%
CC(=O)c1cnc(-c2cccc(Cl)c2)s1	5%	0%	30%	13	2	1	3%	0%	3	?
C=CCNc1nnc(SCC(=O)N2CCC(C(N)=O)CC2)s1	14%	5%	nt	-4	3	nt	-3%	nt	-12	nt
Cc1ccc(NC(=O)C2CCCCC2)c(O)c1	nt	nt	31%[activator]	?	nt	-8	10%	-1%	nt	-2%
Cc1noc(C)c1CSCC(=O)N(CCC(C)C)c1c(N)n(Cc2ccccc2)c(=O)[nH]c1=O	12%	10%	-5%	5	0	nt	7%	-2%	4	7%
CCOC(=O)C1C(=O)NCC2CCCC21 (configuration not stated)	-3%	3%	-1%	-1	3	2	11%	0%	8	-7%
Cc1cc(C(=O)CN2CC(C)OC(C)C2)c(C)n1-c1ccccc1 (configuration not stated)	-10%	6%	8%	3	-3	-1	-5%	3%	-23	-2%
O=C(COC(=O)c1ccc(Br)o1)NCCCc1ccccc1	-17%	0%	2%	18	-9	2	-1%	-2%	-3	-2%
CCCCCCCSc1nnc(N)s1	-18%	-1%	-14%	19	-18	5	1%	-2%	-1	-16%
O=C(O)COc1ccc(-c2nc(-c3ccccc3)c(-c3ccccc3)[nH]2)cc1	-8%	-1%	17%	2	-12	0	-4%	-5%	2	1%
COc1ccc(S(=O)(=O)CCc2nnc(NC(=O)c3cccs3)s2)cc1	-13%	-2%	2%	1	2	3	0%	-1%	0	-5%
CC(OC(=O)c1nn(C)c(=O)c2ccccc12)C(=O)Nc1ccc(S(N)(=O)=O)cc1 (configuration not stated)	3%	-1%	nt	0	3	nt	3%	nt	4	nt
Cc1cccn2c(NC(=O)c3ccccc3F)c(-c3ccccc3)nc12	?	0%	5%	8	23	-1	17%	-3%	-18	0%

The last two records of the section before open the next one.
SMILES	a7 integrin act	ASM inhibitor	MLL CXXC-DNA inh	TRPV1 agonist	KCNH2 3.1 block	Coupling enz	A-T KAP1 phos	GALK inh	hERG WT inh	MBNL1-CUG inh
CC(OC(=O)c1nn(C)c(=O)c2ccccc12)C(=O)Nc1ccc(S(N)(=O)=O)cc1 (configuration not stated)	3%	-1%	nt	0	3	nt	3%	nt	4	nt
Cc1cccn2c(NC(=O)c3ccccc3F)c(-c3ccccc3)nc12	?	0%	5%	8	23	-1	17%	-3%	-18	0%
O=C1CCN(S(=O)(=O)c2ccccc2)CCN1CCOCc1ccc(Cl)cc1	-30%	-1%	1%	6	-5	7	16%	0%	3	3%
Cc1cc(C)cc(NC(=O)C2CCCN2C(=O)NC2CCCCC2)c1 (configuration not stated)	-5%	5%	-11%	0	7	0	-2%	0%	3	-3%
Cn1c(CCNC(=O)c2ccccc2F)nnc1SCC(=O)Nc1nncs1	-14%	2%	-1%	-1	3	-2	-3%	17%	11	-3%
Cc1ccc(S(=O)(=O)/N=C(/Nc2ccc([N+](=O)[O-])cc2)c2ccccc2)cc1	-36%	-12%	-1%	7	-8	-6	-6%	-2%	21	?
c1ccc(C2CCCN(Cc3nc(CC4CC4)no3)CC2)cc1 (configuration not stated)	-6%	1%	-7%	2	-3	0	9%	4%	2	2%
CC(=O)Oc1ccc(-c2ccc(C(=O)NCCc3ccc(S(N)(=O)=O)cc3)cc2)cc1	18%	2%	11%	0	-9	0	13%	1%	-1	4%
COC(=O)c1ccc(C(=O)OC)c(NC(=O)C(C)C)c1	14%	16%	1%	?	8	6	3%	0%	4	-14%
CN(CC(=O)Nc1ccc(F)cc1)C(=O)COC(=O)c1ccccc1	26%	1%	nt	3	-5	nt	17%	nt	2	nt
CCC1C(=O)N=C(SCC(=O)Nc2ccc(S(N)(=O)=O)cc2)NC1=O (configuration not stated)	22%	-1%	3%	-1	24	1	0%	0%	3	-4%
CCOC(=O)c1c(CN2CCOCC2)oc2ccc(OC(C)=O)cc12	-12%	-2%	-2%	3	1	0	3%	3%	-15	-5%
COc1ccc(C(=O)N2CCN=C2SC)cc1	21%	-1%	39%[activator]	1	16	-3	-1%	7%	-2	-7%
CCN(CC)Cc1ccccn1	37%	-2%	4%	nt	3	3	18%	2%	11	nt
CCOc1ccccc1NC(=O)CC1Nc2ccccc2NC1=O (configuration not stated)	-3%	35%	25%	0	-2	7	2%	-4%	-13	24%
CCc1ccc(OCC(=O)Nc2ccc(CN3CCCCC3)cc2)cc1	-8%	0%	-1%	1	nt	2	0%	nt	71	27%[11.5 µM]
CCCc1nn(C)c(C(=O)Nc2ccc(C(C)(C)C)cc2)c1Cl	-17%	-4%	2%	30	-12	0	35µM*	0%	4	-1%
CS(=O)(=O)Nc1ccc(Oc2ncccn2)cc1	13%	14%	11%	-5	-9	2	-3%	1%	5	1%
CCN(C(=O)CN1CCN(Cc2ccccc2)CC1)c1c(N)n(Cc2ccccc2)c(=O)[nH]c1=O	0%	18%	8%	-1	6	2	2%	-2%	-5	19%
CCCN(C(=O)Cc1coc2cc(OC)ccc12)C1CCS(=O)(=O)C1 (configuration not stated)	16%	-1%	nt	nt	-14	nt	1%	nt	-9	nt
Cc1ccc(S(=O)(=O)N(C)C)cc1NC(=O)COC(=O)C1CCN(S(=O)(=O)c2cccs2)CC1	-5%	-1%	nt	-1	-42	nt	1%	nt	2	nt
COc1ccc(-c2cc3ccc(O)cc3oc2=O)cc1OC	-1%	i	-4%	3	-10	-3	?	2%	1	?
CC(C)CCOc1ccc(C2CC(=O)N(C)C2=O)cc1 (configuration not stated)	-29%	2%	14%	0	15	1	1%	0%	-16	10%
COc1cc(OC)c(C(=O)NNC(=O)c2ccc(NS(=O)(=O)c3cccs3)cc2)cc1OC	-12%	-3%	nt	nt	-6	nt	nt	nt	0	nt
CC(=O)NCCOC(=O)Nc1cccnc1	0%	4%	-5%	2	4	0	4%	-1%	-3	-1%
CCOc1ccc2nc(N(CCN(C)C)C(=O)c3ccc4c(c3)CCCC4)sc2c1	2%	-8%	17%	1	-7	nt	8%	-4%	11	11%
CCOc1ccc(S(=O)(=O)N2CCN(C(=O)C3CC3C)CC2)cc1 (configuration not stated)	10%	3%	nt	nt	8	nt	3%	nt	2	nt
C=C(C)COc1ccc(-c2[nH]ncc2-c2ccccc2)c(O)c1	-35%	-22%	4%	5	13	-1	1%	-4%	1	-14%
CCOC(=O)c1c(C)n(C)c2ccc(OCC(O)CN3CCC(C)CC3)cc12 (configuration not stated)	0%	0%	3%	2	7	0	-5%	2%	4	-8%
